NadD block = inhibitors of S. aureus NadD, primary screen, biochemical, colorimetric, uHTS | purified NadD enzyme, colorimetric absorbance read-out | 360,000 tested, 0.78% active | Nicotinate-nucleotide adenylyltransferase NadD (Staphylococcus aureus N315) | inhibition, % at 20 µM; in the data active = inhibition above about 26%; also: some compounds past the cut are filed as inactive
TbMetRS inhib = T. brucei MetRS inhibitors, primary screen, biochemical, luminescence | purified T. brucei MetRS, ATP depletion, Kinase-Glo luminescence | AID 624268, 2012 | inhibition, % at 11.9 µM | methionyl-tRNA synthetase (Trypanosoma brucei brucei) | 360,000 tested, 0.4% active;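 active = inhibition above a per-plate cutoff of the control wells' mean inhibition plus 3 SD, cut at about 5.5% in these data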;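 also: 0% = DMSO wells median and 100% = median of wells with control inhibitor compound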
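Material: parasite MetRS enzyme / Replication: singlicate, one well per compound / Signal: luminescence of leftover ATP / Schedule: 2 h aminoacylation at 25 °C after 15 min preincubation / Medium: HEPES-MgCl2-KCl buffer plus DTT, spermine, BSA, pyrophosphatase / Doses: 11.9 µM single point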
LMPTP block = LMPTP phosphatase inhibitors, primary screen, biochemical, fluorescence intensity, uHTS. Low molecular weight phosphotyrosine protein phosphatase (Homo sapiens), P24666. recombinant LMPTP-A, OMFP fluorogenic substrate. inhibition, % at 20 µM. 360,000 tested, 0.22% active. AID 651560, 2012;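 active = compounds that cut the enzyme signal by at least half of the control window in the single-dose screen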;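 also: plate controls were DMSO wells with enzyme plus substrate for no effect and substrate without enzyme for full effect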
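material = LMPTP-A | quantity = 0.625 nM enzyme | reagent = OMFP substrate, 400 µM final | buffer or medium = Bis-Tris pH 6.0, DTT, detergent | detection = endpoint fluorescence intensity from OMFP dephosphorylation | dosing = single 20 µM dose | read-out basis = % inhibition relative to no-enzyme and uninhibited control wells | control set = no-enzyme and uninhibited controls | timing = 50 min at room temperature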
SUMO1 PPI mod = modulators of SUMO1 protein-protein interactions, primary screen, biochemical, uHTS; inhibition, % at 20 µM; 360,000 tested, 0.33% active; Small ubiquitin-related modifier 1 (Homo sapiens), P63165; SUMO1 binding to a labelled peptide, TR-FRET, 1 h; in the data active = inhibition above about 37%
STEP block = STEP phosphatase inhibitors, primary screen, biochemical, fluorescence intensity, uHTS. recombinant STEP, OMFP fluorogenic substrate. inhibition, % at 20 µM. 360,000 tested, 0.25% active. AID 588621, 2011;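 active = inhibition at 20 µM, scaled per plate between control wells, above about 37%, limit read from the data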;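 also: 0% = DMSO with enzyme and substrate and 100% = substrate only without enzyme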
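Measure: Control-normalized % inhibition with plate pattern correction | Test system: STEP phosphatase, cell-free reaction | Medium: pH 6.0 Bis-Tris with DTT and Tween 20 | Technique: Fluorescence, 480/540 nm | Times: Reaction 20 min, ambient temperature | Doses: Single compound dose of 20 µM, 1% DMSO final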
CendR NRP1 mod = modulators of CendR peptide binding to NRP-1, primary screen, biochemical, fluorescence polarization, uHTS | FAM-RPARPAR peptide binding to NRP-1 | 360,000 tested, 0.85% active | AID 602438, 2012 | inhibition, % at 25 µM;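 active = inhibition or corrected inhibition above about 18%, plus a signal ratio from 0.5 to 1.5, limit read from the data, passing the limit was not always enough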; also: strong numbers were not always called active
Neddylation inh = inhibitors of cullin neddylation, primary screen, biochemical, TR-FRET, uHTS, NAE and Ubc12. calls only at 25 µM. 360,000 tested, 0.58% active; in the data active = inhibition above about 36%
Scp1 inh = Scp-1 phosphatase inhibitors, primary screen, biochemical, colorimetric, uHTS; Recombinant Scp1, phosphopeptide, malachite green phosphate absorbance; inhibition, % at 20 µM; 340,000 tested, 0.88% active; AID 493091, 2011;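 active = inhibition above about 50% at 20 µM, limit read from the data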;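 also: plate controls were DMSO wells with enzyme for no effect and wells lacking enzyme for full effect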
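assay system = SCP-1 phosphatase catalytic domain, residues 76-261 | buffer or medium = 50 mM Tris acetate pH 5.5, 0.005% Tween-20, 10 mM MgCl2 | incubation = enzyme reaction 45 min at room temperature, colour 5 min, stabilisation 30 min | signal = Phosphate-binding colour reagent, absorbance read at 630 nm | measure = % inhibition at 20 µM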
DNMT1 inh = human DNMT1 methyltransferase inhibitors, primary screen, biochemical, molecular beacon, fluorescence, HinP1I cleavage, uHTS; inhibition (reported as % activation of signal), % at 10 µM; 360,000 tested, 0.83% active; in the data active = inhibition above about 50%
Target sequence (P26358 504-1616 limits assumed): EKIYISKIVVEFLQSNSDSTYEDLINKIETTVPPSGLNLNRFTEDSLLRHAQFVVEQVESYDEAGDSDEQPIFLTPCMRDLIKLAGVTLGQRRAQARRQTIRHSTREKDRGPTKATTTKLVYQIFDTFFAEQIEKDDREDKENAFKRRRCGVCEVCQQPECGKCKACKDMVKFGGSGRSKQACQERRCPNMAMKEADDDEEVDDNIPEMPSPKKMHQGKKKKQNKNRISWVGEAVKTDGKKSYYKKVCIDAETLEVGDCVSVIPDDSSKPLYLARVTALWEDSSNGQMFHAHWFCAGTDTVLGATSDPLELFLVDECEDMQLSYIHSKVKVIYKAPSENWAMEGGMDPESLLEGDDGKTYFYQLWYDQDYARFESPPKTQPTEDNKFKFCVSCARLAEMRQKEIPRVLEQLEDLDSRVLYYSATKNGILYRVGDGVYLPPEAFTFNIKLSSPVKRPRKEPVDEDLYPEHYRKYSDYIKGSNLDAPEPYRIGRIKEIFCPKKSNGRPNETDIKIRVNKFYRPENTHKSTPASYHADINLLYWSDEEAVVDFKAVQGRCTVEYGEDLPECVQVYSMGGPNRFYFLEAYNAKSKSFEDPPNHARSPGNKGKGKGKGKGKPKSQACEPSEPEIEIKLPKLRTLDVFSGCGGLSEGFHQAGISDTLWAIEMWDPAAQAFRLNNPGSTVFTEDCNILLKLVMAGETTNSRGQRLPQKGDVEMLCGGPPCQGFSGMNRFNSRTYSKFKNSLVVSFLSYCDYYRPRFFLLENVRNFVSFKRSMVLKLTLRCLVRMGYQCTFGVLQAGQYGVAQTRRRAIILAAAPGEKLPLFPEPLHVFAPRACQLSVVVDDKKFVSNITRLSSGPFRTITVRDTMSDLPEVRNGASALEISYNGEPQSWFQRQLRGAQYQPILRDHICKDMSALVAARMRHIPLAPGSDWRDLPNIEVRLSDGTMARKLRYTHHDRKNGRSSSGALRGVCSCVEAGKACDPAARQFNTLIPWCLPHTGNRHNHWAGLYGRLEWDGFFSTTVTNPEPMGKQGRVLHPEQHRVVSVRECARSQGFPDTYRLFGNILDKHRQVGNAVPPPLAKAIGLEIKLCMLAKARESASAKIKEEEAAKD
SKN-1 block = suppressors of acrylamide-induced Pgst-4::GFP reporter in worms, primary screen, SKN-1 inhibitor project, whole organism, uHTS, GFP/RFP fluorescence ratio, strain VP596 | C. elegans VP596 Pgst-4::GFP/RFP ratio, 24 h | inhibition, % at 21.8 µM | 360,000 tested, 0.49% active | AID 624304, 2012;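 active = interference check ratio from 0.5 to 1.5 plus GFP to RFP signal ratio inhibition reaching or exceeding a fixed threshold, cut at about 30% in these data, passing the limit was not always enough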; also: some compounds called inactive have numbers as strong as hits
Active calls of the source: *; i = inactive; . = no result given.

SMILES | NadD block | TbMetRS inhib | LMPTP block | SUMO1 PPI mod | STEP block | CendR NRP1 mod | Neddylation inh | Scp1 inh | DNMT1 inh | SKN-1 block
CC(=O)N1CCN(c2ccccc2NC(=O)c2ccc(C#N)cc2F)CC1 | -3 | -1.4 | -1.6 | 2 | -3 | -6 | i | -3 | 1 | -10
O=C(O)CCC(=O)N1CCN(S(=O)(=O)c2cccs2)CC1 | -4 | -0.3 | -0.4 | 2 | 3 | -4 | i | 6 | 0 | 29
Cc1cccc(CC2CC(=O)N(c3ccc(C)cc3Br)C2=O)c1 (centres undefined) | -1 | -0.8 | -0.6 | 2 | 2 | 18 | i | -4 | 1 | 5
CCOc1ccccc1C=C1CCc2ccccc2C1=O | -4 | 0.0 | 0.7 | -8 | 1 | -3 | i | . | 1 | 14
CCc1cccc2c1NC(=O)[C@]21[C@@H]2C(=O)N(Cc3ccccc3)C(=O)[C@@H]2[C@@H]2CCCN21 | 12 | -0.5 | 0.8 | -1 | 1 | -6 | i | -1 | -7 | 7
C#CCN(CC=C)C(=O)C1CCC(=O)N(CCCc2ccccc2)C1 (centres undefined) | 0 | 0.2 | -3.9 | 3 | 1 | -4 | i | -5 | 0 | 7
NC(=S)N=Nc1c(O)[nH]c2c(Cl)cc(Cl)cc12 | 3 | -0.3 | 1.2 | -32 | 3 | 0 | i | -18 | -16 | -9
CCOc1ccc(NC(=O)N(Cc2ccc(C)cc2)Cc2ccccn2)cc1 | -6 | -0.7 | 0.0 | 3 | 2 | 0 | i | -4 | 1 | 16
Cc1cc(C(=O)N2CC=C(c3ccccc3)CC2)c2ccccc2n1 | -2 | -0.3 | 0.0 | 0 | 2 | 0 | i | 1 | 4 | -7
Cc1ccc(C)c(OCC(=O)Nc2ccc(S(=O)(=O)Nc3ncccn3)cc2)c1 | 0 | -0.3 | -0.2 | 2 | -1 | 4 | i | 3 | 1 | -9
CC(NC(=O)CNC(=O)C(Cc1ccccc1)NC(=O)OCc1ccccc1)C(N)=O (centres undefined) | -9 | -0.8 | -0.5 | 2 | -2 | -4 | i | -4 | 2 | -10
Cn1c(/C=C/c2cccc(Br)c2)nc2ccccc2c1=O | 2 | -1.2 | 1.9 | -15 | 2 | -31 | i | -2 | 1 | 20
CC1(C)CCC(=O)C=C1Nc1ccc(F)c(Cl)c1 | 1 | -0.6 | -1.6 | 8 | 1 | 2 | . | -1 | 1 | 8
CC(C)NC(=O)c1onc(CSc2ccc(F)c(F)c2)c1C(=O)NC(C)C | -4 | 0.4 | -0.5 | 7 | 2 | 14 | i | -16 | 3 | 7
CCCNC(=O)COC(=O)c1c2c(nc3ccccc13)CCC2 | 5 | -0.1 | 1.1 | 1 | 5 | -4 | i | 38 | 6 | 1
Cc1[nH]c(=O)[nH]c(=O)c1/C=C/C(=O)O | -7 | 0.0 | -1.1 | -3 | -2 | 4 | i | -4 | 0 | 2
CCCCNC(=O)CN1C(=O)NC(Cc2ccccc2)(Cc2ccccc2)C1=O | 2 | 0.5 | 0.3 | 5 | -2 | 3 | i | -8 | 1 | -2
COc1ccccc1CNC(=O)CN1CCN(c2ccc(C(C)=O)cc2)CC1 | -1 | -1.4 | -0.7 | 4 | -3 | -11 | i | 4 | 4 | -15
COC(=O)C1=C(C)N(CCCC(=O)O)C(=O)NC1c1ccc2c(c1)OCO2 (centres undefined) | -1 | -0.1 | -0.4 | 2 | 2 | 7 | i | -6 | 5 | 2
COc1ccc(C2(CO)OC(CO)C(O)C2O)cc1 (centres undefined) | 3 | -0.5 | 0.5 | -5 | -4 | -8 | i | 2 | 0 | -12
O=C(NCCOC(=O)c1cccs1)c1cccnc1 | 5 | -0.9 | -0.1 | 0 | -3 | 23 | i | 9 | 1 | -8
NNC(=O)/C(=C\c1cccs1)NC(=O)c1ccccc1 | -1 | 0.4 | 0.2 | -7 | -2 | 4 | i | 2 | 19 | 6
Cc1cccc(NC(=O)Cn2nc([N+](=O)[O-])c(Br)c2C)n1 | -4 | -0.1 | -1.1 | -12 | -1 | 8 | i | -5 | 4 | -1
CCOC(=O)CSc1nnc(NC(=O)c2cc([N+](=O)[O-])cc([N+](=O)[O-])c2)s1 | -1 | 0.6 | 1.6 | -16 | 0 | 5 | i | -5 | 4 | 6
O=C(CCCn1c(=S)[nH]c2cc3c(cc2c1=O)OCO3)N1CCc2ccccc2C1 | 16 | -1.1 | -0.2 | -2 | 1 | -6 | i | -4 | -5 | -5
Cc1nc(SCC(=O)N2CCOCC2)c2c(=O)n(C)c(=O)n(CC(C)C)c2n1 | 1 | -0.3 | -2.1 | 1 | 0 | 24* | i | -3 | 3 | -10
Cc1cc(F)ccc1NCC(=O)Nc1ccccc1Br | 1 | -1.2 | -1.2 | 2 | -2 | -5 | i | -1 | 8 | -7
CC(Nc1ccc([N+](=O)[O-])cc1[N+](=O)[O-])c1ccccc1 (centres undefined) | -9 | -0.4 | 0.8 | -33 | 1 | 5 | i | -16 | -1 | 2
Cn1c(=O)n(CC(=O)O)c(=O)c2c1nc1n2CCCN1CCc1ccccc1 | 6 | -0.3 | -0.4 | 12 | -2 | -7 | i | -4 | 4 | -10
O=C(CCCCCn1c(=S)[nH]c2cc3c(cc2c1=O)OCO3)NCCc1ccccc1 | 7 | -0.6 | 1.5 | -16 | 2 | -4 | i | -7 | 15 | 8
CCCN(CC(=O)Nc1ccccc1OC)C(=O)Cn1c(=O)oc2ccccc21 | 1 | -0.4 | -0.5 | 3 | 2 | -12 | i | 3 | -2 | 10
CC(=N)c1c(O)cc(C)oc1=O | -6 | -0.3 | -1.4 | -4 | -1 | 19* | i | -8 | 4 | -4
COCCNC(=S)N/N=C/c1c(C)[nH]c2ccccc12 | 1 | -0.6 | -0.7 | -5 | -3 | -32 | i | -3 | 0 | 4
CC1(C(=O)NS(=O)(=O)c2ccccc2Cl)CCN1C(=O)Cc1ccccc1Cl (centres undefined) | -4 | -0.2 | -1.5 | 2 | 2 | -8 | i | . | 4 | 0
CCc1ccc(S(=O)(=O)N/N=C\c2ccc([N+](=O)[O-])o2)cc1 | -2 | -0.4 | -0.7 | -20 | -2 | -4 | i | 10 | 5 | 3
CCCCc1cc(=O)oc2cc(OCC(=O)N(CC)CC)ccc12 | 4 | 0.0 | -0.7 | 0 | 4 | 12 | i | -10 | 2 | -2

Single records, as listed above.
Listed for `CCCCc1cc(=O)oc2cc(OCC(=O)N(CC)CC)ccc12` = NadD block: 4; TbMetRS inhib: 0.0; LMPTP block: -0.7; SUMO1 PPI mod: 0; STEP block: 4; CendR NRP1 mod: 12; Neddylation inh: i; Scp1 inh: -10; DNMT1 inh: 2; SKN-1 block: -2
Listed for `O=C(CCCCCn1c(=S)[nH]c2cc3c(cc2c1=O)OCO3)NCCc1ccccc1` = NadD block: 7; TbMetRS inhib: -0.6; LMPTP block: 1.5; SUMO1 PPI mod: -16; STEP block: 2; CendR NRP1 mod: -4; Neddylation inh: i; Scp1 inh: -7; DNMT1 inh: 15; SKN-1 block: 8

Next compounds follow.
SMILES | NadD block | TbMetRS inhib | LMPTP block | SUMO1 PPI mod | STEP block | CendR NRP1 mod | Neddylation inh | Scp1 inh | DNMT1 inh | SKN-1 block
O=C(CCNC(=O)c1ccccc1)OCC(=O)c1cccc(Cl)c1 | -3 | -1.0 | 0.7 | -2 | 0 | 7 | i | 2 | 4 | -2
CC(=O)c1sc(-c2ccccc2)nc1C | 3 | -0.8 | 3.7 | -25 | 0 | -9 | i | -5 | -1 | 5
COc1ccc(CNC(=O)c2sc3nc4c(c(C(F)(F)F)c3c2N)CCC4)cc1OC | 3 | 0.7 | 2.9 | -15 | 0 | 2 | i | -5 | -8 | 3
O=[N+]([O-])c1ccc(-n2nnnc2-c2ccccc2)c([N+](=O)[O-])c1 | 1 | -0.4 | -0.8 | -24 | 0 | -3 | i | 1 | 21 | 5
Cc1ccc(NC(=S)NCc2ccccc2)c(C)c1 | 1 | -1.0 | -1.4 | 6 | 2 | 12 | i | -7 | -1 | 8
O=C(NCc1ccccc1)/C(=C\c1ccccc1)NC(=O)c1ccco1 | -1 | 0.5 | -1.1 | -9 | 0 | 9 | i | -2 | 2 | 8
COc1cccc(CNS(=O)(=O)c2ccc(S(=O)(=O)NC3CC3)cc2)c1 | -3 | -0.6 | -1.3 | 0 | -3 | 13 | i | -6 | 1 | 3
Cc1ccc(Nc2nc(N)c([N+](=O)[O-])c(NCCO)n2)cc1C | -5 | -0.7 | -2.5 | -23 | -3 | 8 | i | 0 | 0 | 21
CCN(CC)C(=O)C1=C(C)N(Cc2ccc(OC)cc2)C(=O)C(CC(=O)NCc2cccs2)C1 (centres undefined) | 14 | -0.8 | -0.6 | 2 | 0 | 0 | i | . | 1 | 1
N#CCCNS(=O)(=O)c1ccc(C(=O)OCCCOC(=O)c2ccc(S(=O)(=O)NCCC#N)cc2)cc1 | -2 | -0.2 | -3.7 | -4 | -3 | -11 | i | -6 | -1 | 5
COC(=O)[C@@]12CCCCN1[C@H](c1ccc(-c3ccc(OC)cc3)cc1)[C@@H]1C(=O)N(C)C(=O)[C@@H]12 | 4 | -0.3 | 3.7 | 6 | -2 | 5 | i | -8 | -9 | 11
Cc1ccc(N2CCN(CC(O)COc3ccccc3)CC2)cc1 (centres undefined) | -8 | -1.6 | -2.0 | 0 | 2 | -3 | i | -2 | -2 | -13
CC(=O)NC(Cc1ccc(F)c(F)c1)C(=O)NC1CCN(S(=O)(=O)c2ccc(C)cc2)CC1 (centres undefined) | -13 | -0.3 | 0.3 | 2 | -3 | -1 | i | -7 | 0 | 13
CCOC(=O)C(=O)Nc1ccccc1C(=O)OC | 3 | -0.5 | -0.7 | 3 | -1 | 5 | i | -2 | 2 | 3
COc1ccc(CN(CC(=O)NC2CCCC2)C(=O)c2onc(C(N)=O)c2N)cc1 | 0 | -0.2 | -1.3 | -20 | 0 | -5 | i | -6 | 5 | 9

Single entries from the entries so far:
Entry of `CCOc1ccc(NC(=O)N(Cc2ccc(C)cc2)Cc2ccccn2)cc1` under STEP block: 2
Entry of `CC(NC(=O)CNC(=O)C(Cc1ccccc1)NC(=O)OCc1ccccc1)C(N)=O` (centres undefined) under DNMT1 inh: 2
